Growth percent in the NCI-60 one-dose screen (48 h, 10 µM unless noted): 100 = growth as untreated, 0 = no growth, -100 = all killed.
HCC-2998 = HCC-2998 colon cancer; 4.7% of 79,000 active; AID 1794799
SF-295 = SF-295 CNS cancer cells. 5.6% of 79,000 active
PC-3 = PC-3 prostate cancer cells. 3.9% of 80,000 active. AID 1794754
SNB-19 = SNB-19 CNS cancer cells. 2.5% of 81,000 active
SF-539 = SF-539 CNS cancer; 6.8% of 81,000 active
SF-268 = SF-268 CNS cancer cells | 3.1% of 82,000 active
SNB-75 = SNB-75 CNS cancer | 5% of 79,000 active
U251 = U251 CNS tumor cells; 5.4% of 80,000 active; AID 1794753
* marks the source's active call; other numbers are inactive results; . = not tested or not shown. Rule for the calls: active = growth percent below 10; inactive = the rest.

Under each structure – HCC-2998	SF-295	PC-3	SNB-19	SF-539	SF-268	SNB-75	U251
#1 COc1ccc(/C(=C\c2ccc3c(c2)OCO3)C(=O)Nc2nc3ccc(Cl)cc3s2)cc1OC
→ 105	.	89	110	104	90	92	101
#2 O=C(CCCCCCN1CC(=O)N2[C@@H](c3ccc(Cl)cc3Cl)c3[nH]c4ccccc4c3C[C@H]2C1=O)NO
→ 107	90	74	91	87	105	.	87
#3 O=C1C=C(SCCO)C(=O)c2ccccc21
→ 78	-77*	62	15	-77*	27	-84*	-37*
#4 CSc1nc2nc(N)nc(SC)c2[nH]1
→ 102	101	96	107	94	92	96	94
#5 CC(C)(C)OC(=O)C(Cc1cccc(-c2ccco2)c1)NC(=O)OCc1ccccc1 (stereo not drawn)
→ 102	92	53	87	85	73	86	50
#6 Cn1c(N)c([C@@H]2c3c(n(C)c(=O)n(C)c3=O)Oc3ccc4ccccc4c32)c(=O)n(C)c1=O
→ 104	97	90	102	99	97	70	100
#7 CN1C(=O)/C(=C/c2ccc(C(=O)Nc3ncc(Cc4ccc(Cl)cc4)s3)cc2)SC1=S
→ 59	33	55	69	47	57	52	62
#8 CCn1c(SCC(=O)c2ccc(C)cc2)nnc1-c1ccncc1
→ .	100	101	105	103	100	81	107
#9 C=C1C(=O)O[C@H]2[C@H]1CC/C(Cn1cc(-c3ccc(OC)cc3)nn1)=C\CC[C@@]1(C)O[C@@H]21
→ 2.0*	89	39	70	-17*	13	91	23
#10 Cc1ccc(/C=C2\SC(=S)N(CCC(=O)NCCCN3CCOCC3)C2=O)cc1
→ 102	95	.	97	94	90	92	100
#11 N[C@H]1CCC[C@@H]1NCCCCN1C(=O)c2cccc3cccc(c23)C1=O
→ 54	72	55	77	30	48	76	63
#12 Nc1cccc(S(=O)(=O)Nc2ccccc2)c1
→ 92	97	103	96	88	106	86	101
#13 COc1cc(/C=C/C(=O)c2cc(-c3ccc(N(C)C)cc3)ccc2O)cc(OC)c1OC
→ 102	117	81	102	98	96	92	99
#14 O=C(NCCNc1nccc(-c2c(-c3cccc(O)c3)nc3sccn23)n1)c1cc(C(F)(F)F)cc(C(F)(F)F)c1
→ 129	97	83	123	113	105	88	105
#15 O=C(N=Nc1c(O)[nH]c2ccccc12)C(=O)N=Nc1c(O)[nH]c2ccccc12
→ 106	98	78	108	112	113	79	108
#16 COc1cc(-c2cc(-c3ccc(Cl)cc3)nc3nc(NN)[nH]c(=O)c23)cc(OC)c1OC
→ 111	99	93	99	97	97	97	102
#17 CC(C)(C)CC(C)(C)c1ccc(OCCOCCSC(=N)N)cc1
→ -32*	37	43	74	64	69	75	36
#18 CC[C@H]1c2ccccc2[C@@H](C(=O)O)N(C(C)=O)c2ccc(C)cc21
→ 107	108	98	104	107	107	98	105
#19 CCCNc1ccc(S(=O)(=O)c2ccc(N)cc2)cc1
→ 107	100	87	100	107	108	.	101
#20 O=C(Nc1cccc(-c2cc(=O)c3ccccc3o2)c1)Nc1ccc2c(c1)OCO2
→ 100	89	99	93	95	105	104	101

Six compounds from above, limited to SNB-19, SF-539 and SNB-75.
nr | Compound | SNB-19 | SF-539 | SNB-75
15 | O=C(N=Nc1c(O)[nH]c2ccccc12)C(=O)N=Nc1c(O)[nH]c2ccccc12 | 108 | 112 | 79
16 | COc1cc(-c2cc(-c3ccc(Cl)cc3)nc3nc(NN)[nH]c(=O)c23)cc(OC)c1OC | 99 | 97 | 97
17 | CC(C)(C)CC(C)(C)c1ccc(OCCOCCSC(=N)N)cc1 | 74 | 64 | 75
18 | CC[C@H]1c2ccccc2[C@@H](C(=O)O)N(C(C)=O)c2ccc(C)cc21 | 104 | 107 | 98
19 | CCCNc1ccc(S(=O)(=O)c2ccc(N)cc2)cc1 | 100 | 107 | .
20 | O=C(Nc1cccc(-c2cc(=O)c3ccccc3o2)c1)Nc1ccc2c(c1)OCO2 | 93 | 95 | 104

Part of the list above in order of heavy-atom count, largest number first:
Under each structure – HCC-2998	SF-295	PC-3	SNB-19	SF-539	SF-268	SNB-75	U251
#13 COc1cc(/C=C/C(=O)c2cc(-c3ccc(N(C)C)cc3)ccc2O)cc(OC)c1OC
→ 102	117	81	102	98	96	92	99
#9 C=C1C(=O)O[C@H]2[C@H]1CC/C(Cn1cc(-c3ccc(OC)cc3)nn1)=C\CC[C@@]1(C)O[C@@H]21
→ 2.0*	89	39	70	-17*	13	91	23
#11 N[C@H]1CCC[C@@H]1NCCCCN1C(=O)c2cccc3cccc(c23)C1=O
→ 54	72	55	77	30	48	76	63
#19 CCCNc1ccc(S(=O)(=O)c2ccc(N)cc2)cc1
→ 107	100	87	100	107	108	.	101

Next part
Under each structure – HCC-2998	SF-295	PC-3	SNB-19	SF-539	SF-268	SNB-75	U251
#21 O=C1C=CC(=O)N1c1ccc(N=Nc2ccccc2)cc1
→ 108	123	95	105	97	109	94	116
#22 O=C1N(Cc2ccccc2)c2ccccc2C12CC(c1ccccc1)=NN2 (stereo not drawn)
→ 108	.	87	97	108	114	68	.
#23 COc1cc(C2=NN(c3cc(Cl)cc(Cl)c3)C(c3sc(Cl)nc3Cl)C2)cc(OC)c1OC (stereo not drawn)
→ 108	100	92	98	97	96	85	91
#24 N#Cc1c(-c2cn(-c3ccccc3)nc2-c2ccc(OCc3ccccc3)cc2)cc(-c2ccc(Cl)cc2)[nH]c1=O
→ 97	106	99	98	110	99	90	96
#25 CCOC(=O)n1cc(-c2nonc2-c2cn(C)c3ccccc23)c2ccccc21
→ 61	28	48	35	22	54	16	27
#26 CCOC(=O)c1cc(C(=O)c2cc(OC)cc(OC)c2)n2ncccc12
→ 67	28	36	47	20	44	23	25
#27 COC(=O)c1c(Nc2ccc(OC)cc2)n[nH]c1N
→ 95	128	98	92	.	102	86	98
#28 CS(=O)(=O)NN
→ 105	115	112	97	108	108	114	108
#29 COC(=O)[C@]12CCC(C)(C)C[C@H]1C1=CC[C@@H]3[C@@]4(C)C/C(=C/c5ccco5)C(=O)C(C)(C)[C@@H]4CC[C@@]3(C)[C@]1(C)CC2
→ 101	104	86	89	100	99	85	91
#30 COc1cc2nc(N3CCN(C(=O)C4CCCO4)CC3)nc(N)c2cc1OC (stereo not drawn)
→ 104	99	95	98	101	108	90	94
#31 CC1=CC(C)(C)NC(=S)N1c1ccc(S(=O)(=O)O)c2cccc(S(=O)(=O)O)c12
→ 108	113	92	109	105	104	90	113
#32 COC(=O)c1ccc(-n2cc(CCCOS(=O)(=O)c3ccc(C)cc3)nn2)cc1
→ 107	102	92	96	100	93	90	99
#33 COc1cc(OC)c(NC(=O)c2ccccc2Cl)cc1Cl
→ 102	97	93	113	102	103	84	104
#34 O=C(NC1CCCCC1)c1cc(NCc2cc(O)ccc2O)ccc1O
→ 117	113	82	99	105	93	103	.
#35 C/C=C(\C)C(C(=O)NC1CCCCC1)N(C(=O)C1CCc2cc(F)ccc2O1)c1ccc(Cl)cc1 (stereo not drawn)
→ 95	98	95	98	98	97	.	102
#36 O=C(/C=C/c1cn(-c2ccccc2)nc1-c1ccc(Cl)cc1)NNC(=O)Nc1ccc(Br)cc1
→ 101	103	89	80	102	90	89	97
#37 COc1cc(OC)nc(NC(=O)CSc2nnc(-c3cccnc3SCc3ccccc3)o2)n1
→ 109	97	104	107	95	104	93	106
#38 Cc1cc(=S)oc2c(O)c(O)ccc12
→ 83	91	64	67	62	57	82	58
#39 CC(C)[C@@H](C)/C=C/[C@@H](C)[C@H]1CCC2=C3C=CC4=CC(=O)CC[C@]4(C)[C@H]3CC[C@@]21C
→ 112	95	63	100	106	99	97	89
#40 Cc1nn(-c2ccccc2)c(N2CCCCC2)c1-c1nc2ccc(C(=O)O)cc2[nH]1
→ 103	104	90	97	93	92	84	94
#41 O=C(COc1ncnc2sc3c(c12)CCCC3)NNC(=O)c1ccc([N+](=O)[O-])cc1
→ .	102	102	91	97	102	80	94
#42 Cc1cccc(OCCn2ccc(=O)n(CCOc3ccc(Cl)cc3C(=O)c3cc(C)cc(C)c3)c2=O)c1
→ 88	80	34	82	82	68	47	77
#43 CCCCCC(=O)NC1C(O)OC(CO)C(O)C1O (stereo not drawn)
→ 91	104	92	100	105	103	95	87
#44 CC(CC=C(c1ccccc1)c1ccccc1)C1CCC2C3CCC4CC5CCC4(C)C3(O5)C(=O)CC12C (stereo not drawn)
→ 102	97	105	101	104	99	106	101
#45 C[C@@]1(C(=O)Nc2ccc(F)nc2)CCCN1c1nc(Nc2cc(C3CC3)[nH]n2)c2cccn2n1
→ 42	-13*	31	55	16	16	-53*	32
#46 CC1=C(C(=O)Nc2ccc(F)cc2)C(c2ccc(F)cc2)C2=C(CC(C)(C)CC2=O)N1 (stereo not drawn)
→ 101	.	85	97	89	101	57	93
#47 COc1ccc2nccc(/C=C/c3ccnc4ccc(OC)cc34)c2c1
→ 97	129	.	109	106	71	102	107
#48 CC(C)C(=O)Nc1ccc(-c2nc(-c3cccc(O)c3)c(-c3ccnc(Br)c3)[nH]2)cc1
→ 68	-41*	30	47	35	55	4.7*	42
#49 CCCCNS(=O)(=O)C(C(=O)OCC)c1ccc2c(c1)N(C)C(=O)C(CCOc1ccncc1)O2 (stereo not drawn)
→ 121	104	107	102	94	100	88	100
#50 COc1ccc(NCc2ccc(CO)n2-c2ccc(O)cc2)cc1
→ 111	109	104	104	99	104	97	100
#51 COc1cc(-c2nn(-c3ccccc3)cc2-c2ccnc(NCCCNS(=O)(=O)c3cccc(F)c3)n2)ccc1Cl
→ 103	80	.	90	92	81	99	84
#52 COc1ccc(C(=O)CCN(C)C)c(OC)c1
→ 96	100	96	.	101	.	98	99
#53 CC1(C)NCCC[C@]2(C)[C@H]3C=CC4=C5C[C@](C)(COC(=O)CCC(=O)O)CC[C@]5(C)CC[C@@]4(C)[C@]3(C)CC[C@@H]12
→ 115	87	78	106	62	75	94	91
#54 C=CC(O)C(C)C(=O)O (stereo not drawn)
→ 102	104	90	101	97	100	91	105
#55 CCOC(=O)C1(c2ccccc2)C(=O)Oc2ccccc21 (stereo not drawn)
→ 113	120	77	102	99	103	94	101
#56 Cc1cccc(N2CCN(c3ncnc4sc5c(c34)CCN(CC(=O)O)C5)CC2)c1
→ 107	103	101	105	106	101	93	107
#57 C#CCOc1cccc(-c2ncc3cc(NC(=O)CCl)ccc3n2)c1
→ -7.5*	69	12	2.9*	-26*	-42*	24	-96*
#58 CC(C)OC(=O)[C@]12CCC(C)(C)C[C@H]1C1=CC[C@@H]3[C@@]4(C)C/C(=C/c5cccnc5)C(=O)C(C)(C)[C@@H]4CC[C@@]3(C)[C@]1(C)CC2
→ 83	91	29	85	91	77	77	78
#59 Nc1c(C(=O)N/N=C/c2ccc(Oc3ccccc3)cc2)cnn1CC(O)c1ccccc1 (stereo not drawn)
→ 87	96	78	86	93	93	100	95
#60 CC1=C([Se]CC(OC(=O)[C@@H](CO)NC(=O)OC(C)(C)C)C(=O)NC(C)(C)C)C(=O)c2ccccc2C1=O (stereo partly drawn)
→ -90*	-37*	-72*	-100*	-100*	-75*	-100*	-95*

Record cards (already shown).
`CC1=CC(C)(C)NC(=S)N1c1ccc(S(=O)(=O)O)c2cccc(S(=O)(=O)O)c12` reads HCC-2998 = 108; SF-295 = 113; PC-3 = 92; SNB-19 = 109; SF-539 = 105; SF-268 = 104; SNB-75 = 90; U251 = 113
`O=C1C=C(SCCO)C(=O)c2ccccc21` reads HCC-2998 = 78; SF-295 = -77*; PC-3 = 62; SNB-19 = 15; SF-539 = -77*; SF-268 = 27; SNB-75 = -84*; U251 = -37*

Additional records
Under each structure – HCC-2998	SF-295	PC-3	SNB-19	SF-539	SF-268	SNB-75	U251
#61 CC(C)CCC[C@@H](C)C1CCC2C3CCC4=C/C(=N/OCCN5CCCCC5)CC[C@]4(C)C3CC[C@@]21C (stereo partly drawn)
→ 90	89	66	98	88	91	101	94
#62 c1ccc(C2OCCOC2c2ccccc2)cc1 (stereo not drawn)
→ 99	95	93	102	100	106	87	101
#63 O=C(NCc1ccccc1)/C(=C/c1cccc([N+](=O)[O-])c1)CC(=O)c1ccc(Cl)c(Cl)c1
→ 100	99	104	97	97	93	80	97
#64 COc1cc(-c2nc3ccccn3c2N)ccc1O
→ .	84	91	104	.	116	86	99
#65 C=CCn1c(SCC(=O)c2ccc(OC)cc2)nnc1-c1ccc(OC)cc1
→ 109	98	100	100	100	95	108	102
#66 COc1ccc2oc(=O)cc(COc3ccc(N=Cc4ccccn4)cc3)c2c1
→ 97	93	89	110	95	95	101	101
#67 CCNc1ccc(S(=O)(=O)O)cc1C(=O)O
→ 109	112	102	97	95	98	89	99
#68 CC(=O)N(C(C)=O)c1n[nH]c(Nc2ccccc2)c1C#N
→ 120	106	113	104	108	90	95	107

Bioassay records (PubChem)

Outcome played no part in choosing rows; 10% or so of the library scored in one or more.
